# IEC-6 tox = IEC-6 cytotoxicity, counter-screen for KLF5 inhibitors; 0.78% of 290,000 active; inhibition, % at 5 µM; luminescence viability; in the data active = inhibition above about 22%;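 note: 0% = plate median of test compound wells and 100% = cytotoxic reference compound wells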
# AI-2 QS modul = modulators of Vibrio harveyi AI-2 quorum sensing system; activity change, % at 7.5 µM; 0.4% of 300,000 active; Vibrio harveyi JMH597 AI-2 luminescence/OD600 ratio, 9 h; active compounds read low; strain lacks LuxN and CqsS sensors; 0 = neutral-control median; in the data active = activity change below about -75%, passing the limit was not always enough;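 note: luminescence divided by OD600 gain over 9 h not by final OD600 alone; inactives centre near 13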
# HIF act = HIF pathway transcriptional activation; U2OS HRE-luciferase reporter, luminescence; normalized: DMSO 0%, desferrioxamine 100%; activation, % at 7.5 µM (by protocol); 0.32% of 300,000 active;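 active = mean activation of at least 10% of the iron chelator positive control signal, with at least half of replicates also reaching 10%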
# HSF-1 act = increases HSF-1 driven luciferase reporter signal | NIH3T3-HGL HSF-1 luciferase reporter, MG132, 8 h; 100% = twice DMSO control signal | activation, % at 9 µM | 1.7% of 300,000 active;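 active = mean replicate activation of at least 50% with a set share of replicates each reaching 50%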;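 note: 0% = median of the neutral control wells and 100% = twice that signal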
# HSP90 refold inh = blocks HSP90-mediated luciferase refolding in reticulocyte lysate; inhibition, % at 5.6 µM; Rabbit reticulocyte lysate, luciferase refolding luminescence, 3 h; 0.91% of 290,000 active; AID 1789;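 active = inhibition above the screen-wide mean plus 3 SD, computed separately per campaign, cut at about 16% in these data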;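 note: 0% = DMSO wells and 100% = 60 µM geldanamycin wells; inhibitors lower the luminescence because luciferase stays unfolded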
# KLF5 inhibitor = inhibitors of KLF5 expression; DLD-1 KLF5 promoter-luciferase reporter, luminescence; inhibition, % at 5 µM; 0.23% of 290,000 active; AID 1700;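 active = inhibition above a per-plate limit of that plate's mean compound inhibition plus 3 SD, cut at about 60% in these data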;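 note: 0% = DMSO wells and 100% = LY294002 at 200 µM; higher means less KLF5 promoter-driven luciferase light; inactives centre near -14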
# aSyn UTR inh = MLPCN primary screen, SNCA 5' untranslated region. alpha-synuclein 5'UTR reporter, inhibitor activity. inhibition, % (tested at 7.5 µM). 0.82% of 300,000 active; in the data active = inhibition above about 60%;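 note: H4 neuroglioblastoma cells stably carrying SNCA 5'UTR luciferase fusion; 0% = DMSO wells and 100% = positive control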
# Platelet DG rel = platelet dense granule release activity | human platelet-rich plasma, SFLLRN dense granule ATP release, luminescence | inhibition, %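 (compounds screened at 7.5 µM in platelet-rich plasma)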 | 0.22% of 300,000 active | AID 1663;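 active = mean replicate score, as percent of positive control, at or above 50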
# HSF1 inh = HSF1 inhibition | NIH3T3-HGL HSE-luciferase, MG132-induced, luminescence 8 h; active compounds read low | activity change, negative = inhibition, % at 7.5 µM (by protocol) | 0.77% of 300,000 active;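 active = more than half of replicate wells show activity change below -50%, luminescence cut by over half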;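 note: luciferase reports HSF-1 transcriptional activity via heat shock element; 0% = median of DMSO wells and -100% = zero luminescence signal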
# SKKanGAS inh = SKKanGAS growth inhibition. S. pyogenes SKKanGAS, kanamycin growth, BacTiter-Glo, 6 h. inhibition, % at 7.5 µM. 1.3% of 300,000 active. AID 1662;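 active = mean replicate score, as percent of positive control median, at least 50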;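 note: strain carries kanamycin resistance gene driven by streptokinase promoter and grows in 40 µg/ml kanamycin; loss of luminescence reflects streptokinase promoter inhibition or plain growth inhibition; 0% = median of DMSO wells and 100% = positive control at its reference dose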
# The depositor's hits bear a star; nt = no result given.
# Start of the listing, in advance (5 entries):
# Letter code: A = IEC-6 tox; B = AI-2 QS modul; C = HIF act; D = HSF-1 act; E = HSP90 refold inh; F = KLF5 inhibitor; G = aSyn UTR inh; H = Platelet DG rel; I = HSF1 inh; J = SKKanGAS inh
> O=C(CSc1nnc(-c2ccco2)n1CC1CCCO1)c1ccc(F)cc1 (configuration not stated)
  A = 2	B = nt	C = 0.1	D = -13	E = 3	F = -36	G = -12	H = 0	I = 4	J = 1

> COC(=O)C(C)(C(=O)OC)c1ccccc1[N+](=O)[O-]
  A = 6	B = 12	C = -11	D = -10	E = -3	F = -18	G = -7	H = -1	I = 9	J = -1

> Cc1ccc(NC2CCCN(C(=O)c3cccs3)C2)cc1C (configuration not stated)
  A = 6	B = 2	C = 0.1	D = -4	E = -5	F = -4	G = 4	H = 0	I = 3	J = -1

> CCOc1ccc(C(C)=O)cc1CC(C(N)=O)C(N)=O
  A = -2	B = 1	C = 0.2	D = -5	E = -1	F = -4	G = 3	H = -2	I = -7	J = 2

> CCOC(=O)N1CCN(C(=O)CSc2ncnc3ccccc23)CC1
  A = 2	B = 33	C = -0.4	D = 24	E = -1	F = -18	G = -1	H = 16	I = 3	J = 0

# The whole of this part, repeating the preview:
# Letter code: A = IEC-6 tox; B = AI-2 QS modul; C = HIF act; D = HSF-1 act; E = HSP90 refold inh; F = KLF5 inhibitor; G = aSyn UTR inh; H = Platelet DG rel; I = HSF1 inh; J = SKKanGAS inh
> O=C(CSc1nnc(-c2ccco2)n1CC1CCCO1)c1ccc(F)cc1 (configuration not stated)
  A = 2	B = nt	C = 0.1	D = -13	E = 3	F = -36	G = -12	H = 0	I = 4	J = 1

> COC(=O)C(C)(C(=O)OC)c1ccccc1[N+](=O)[O-]
  A = 6	B = 12	C = -11	D = -10	E = -3	F = -18	G = -7	H = -1	I = 9	J = -1

> Cc1ccc(NC2CCCN(C(=O)c3cccs3)C2)cc1C (configuration not stated)
  A = 6	B = 2	C = 0.1	D = -4	E = -5	F = -4	G = 4	H = 0	I = 3	J = -1

> CCOc1ccc(C(C)=O)cc1CC(C(N)=O)C(N)=O
  A = -2	B = 1	C = 0.2	D = -5	E = -1	F = -4	G = 3	H = -2	I = -7	J = 2

> CCOC(=O)N1CCN(C(=O)CSc2ncnc3ccccc23)CC1
  A = 2	B = 33	C = -0.4	D = 24	E = -1	F = -18	G = -1	H = 16	I = 3	J = 0

> O=C(c1ccccc1)N1CCN(C(=O)c2nn3c(C(F)(F)F)cc(-c4ccco4)nc3c2Br)CC1
  A = -9	B = 23	C = -0.3	D = 0	E = 5	F = 10	G = 43	H = 3	I = 3	J = -6

> Cc1ccc(N(CC(=O)NC2CCCCC2)S(=O)(=O)c2c(C)noc2C)cc1
  A = 0	B = nt	C = -0.1	D = 44	E = 0	F = -21	G = 24	H = -8	I = 17	J = 1

> Cc1cc(C)c(S(C)(=O)=O)c(=O)[nH]1
  A = -3	B = -3	C = -0.1	D = -5	E = 0	F = -46	G = 11	H = -3	I = -5	J = 3

> O=C(CNS(=O)(=O)c1ccccc1)NCc1cccnc1
  A = -6	B = 1	C = -0.1	D = -24	E = -2	F = -18	G = -5	H = -2	I = -10	J = -11

> CCc1ccc(CNC(=O)CCn2nc(C)c3c(C)n(-c4ccccc4)nc3c2=O)cc1
  A = 6	B = 9	C = -1.1	D = 4	E = -5	F = 1	G = 10	H = -8	I = -4	J = 4

> CCN(CC)C(=O)c1cn(C)c2ccc(S(=O)(=O)N(CC)CC)cc2c1=O
  A = -3	B = 17	C = 0.0	D = 10	E = 4	F = -18	G = 13	H = -9	I = -2	J = 6

> CCCCC(=O)c1c(O)c2ccccc2oc1=O
  A = -1	B = 37	C = -0.1	D = 11	E = -1	F = 12	G = -23	H = 1	I = 3	J = 15

> Nc1ccc(S(=O)(=O)NC2=NCCCCC2)cc1
  A = 4	B = 16	C = -0.1	D = -12	E = 6	F = -33	G = -7	H = -17	I = -4	J = 13

> CCC/C=C(\CCC)C(NS(=O)(=O)c1cccc2cccnc12)c1ccc(C(=O)OC)cc1 (configuration not stated)
  A = -1	B = -1	C = -0.7	D = 10	E = 0	F = -13	G = 29	H = -1	I = 7	J = 9

> Cc1cc(C)n2nc(C(=O)N3CCCC(Nc4ccc(F)c(F)c4)C3)cc2n1 (configuration not stated)
  A = -5	B = 16	C = -0.5	D = -6	E = -1	F = -9	G = -5	H = 14	I = -3	J = -2

# Three entries already listed, sorted by number of heavy atoms, low to high:
# Letter code: A = IEC-6 tox; B = AI-2 QS modul; C = HIF act; D = HSF-1 act; E = HSP90 refold inh; F = KLF5 inhibitor; G = aSyn UTR inh; H = Platelet DG rel; I = HSF1 inh; J = SKKanGAS inh
> Cc1cc(C)n2nc(C(=O)N3CCCC(Nc4ccc(F)c(F)c4)C3)cc2n1 (configuration not stated)
  A = -5	B = 16	C = -0.5	D = -6	E = -1	F = -9	G = -5	H = 14	I = -3	J = -2

> CCC/C=C(\CCC)C(NS(=O)(=O)c1cccc2cccnc12)c1ccc(C(=O)OC)cc1 (configuration not stated)
  A = -1	B = -1	C = -0.7	D = 10	E = 0	F = -13	G = 29	H = -1	I = 7	J = 9

> O=C(c1ccccc1)N1CCN(C(=O)c2nn3c(C(F)(F)F)cc(-c4ccco4)nc3c2Br)CC1
  A = -9	B = 23	C = -0.3	D = 0	E = 5	F = 10	G = 43	H = 3	I = 3	J = -6

# Further records follow:
# Letter code: A = IEC-6 tox; B = AI-2 QS modul; C = HIF act; D = HSF-1 act; E = HSP90 refold inh; F = KLF5 inhibitor; G = aSyn UTR inh; H = Platelet DG rel; I = HSF1 inh; J = SKKanGAS inh
> CCCn1c(NCc2cccc(OC)c2OC)nc2ccccc21
  A = 0	B = 3	C = 0.3	D = -2	E = 3	F = -35	G = -30	H = 0	I = 8	J = 3

> C/C(=N\Nc1cccc2cccnc12)c1ccc(C)cc1
  A = 8	B = 25	C = 2.6	D = 28	E = 4	F = 5	G = -170	H = -12	I = 7	J = 1

> CCc1ccc(/C=N/Nc2ncnc3nc[nH]c23)cc1
  A = -1	B = 20	C = 0.4	D = 30	E = 4	F = -61	G = -36	H = 11	I = 5	J = 0

> O=C1Nc2ccccc2/C1=N\N=C\c1ccc(O)c(O)c1
  A = 5	B = 33	C = 0.2	D = -10	E = -2	F = -8	G = -21	H = 2	I = -1	J = 0

> COc1ccc(N2CC(C(=O)Nc3nnc(SCC(=O)c4ccccc4)s3)CC2=O)cc1 (configuration not stated)
  A = -2	B = 8	C = nt	D = 8	E = 4	F = -17	G = -28	H = 5	I = 6	J = 8

> COC(=O)c1ccc(NC2CC(=O)N(c3ccccc3C)C2=O)cc1 (configuration not stated)
  A = 4	B = 9	C = -0.3	D = 4	E = 0	F = -51	G = 17	H = -2	I = -8	J = -6

> CCS(=O)(=O)N1Cc2ccccc2CC1C(=O)Nc1nc2c(C)cccc2s1 (configuration not stated)
  A = -1	B = 12	C = 0.4	D = 16	E = -2	F = 2	G = -69	H = -7	I = 7	J = -1

> CCOc1cc(C)nc(N2CCCC(C(=O)NCc3ccccc3F)C2)n1 (configuration not stated)
  A = 1	B = -1	C = 0.1	D = -15	E = 1	F = -2	G = 10	H = 5	I = -4	J = 1

> COc1ccc(Cl)cc1NC(=O)CN1C(=O)CSC1=O
  A = 6	B = 36	C = -0.7	D = -7	E = 4	F = -17	G = 9	H = 0	I = -1	J = -2

> CCOCc1nnc(NC(=O)CCS(=O)(=O)Cc2ccccc2)s1
  A = -3	B = 59	C = -0.1	D = 6	E = -1	F = 6	G = -18	H = -6	I = -4	J = -1

> CCCn1c(=O)c(C(=O)NCCc2ccc(OC)c(OC)c2)c(O)c2ccccc21
  A = 5	B = -5	C = 0.4	D = -9	E = 1	F = -40	G = 20	H = 8	I = -2	J = 0

> CCN1CCN(C(=O)Cn2ncc3ccsc3c2=O)CC1
  A = -2	B = 22	C = 0.0	D = 1	E = 0	F = -13	G = 12	H = 0	I = 5	J = -2

> O=C1NC(=O)N(Cc2ccccc2)C1=O
  A = 0	B = 29	C = -16	D = 5	E = 1	F = -26	G = -14	H = 0	I = 2	J = 0

> COc1cccc(-c2nc(=S)c3c(n2CCCO)CCCC3)c1
  A = -6	B = -2	C = 0.1	D = -14	E = 0	F = 9	G = 16	H = -4	I = -7	J = 3

> COc1ccc2nc(NC(=O)c3ccc(-n4nc(C)cc4C)cc3)sc2c1
  A = -5	B = 28	C = 1.0	D = -51	E = 1	F = -7	G = -60	H = 1	I = -36	J = 0

# Screening results deposited in PubChem BioAssay by several laboratories.
